# E-sel TNF inh: E-selectin induction blockers in HUVEC – imaging, immunofluorescence, high content, primary screen | 120,000 compounds, 0.71% hits | inhibition, % at 2 µM | AID 1246, 2008 | HUVEC TNFa-induced E-selectin immunofluorescence;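 active means inhibition above the batch mean plus 3 SD, and confirmed as a hit on visual image review, cut at about 43% in these data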;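 further: 0% = TNF-stimulated DMSO wells and 100% = unstimulated control wells; not every result past the cut was called active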
# GALR2 blocker: GALR2 antagonists in receptor-expressing cells, primary screen; Galanin receptor type 2 (Homo sapiens), O43603; antagonist mode; inhibition, % at 4 µM; 140,000 compounds, 0.39% hits; AID 828, 2007; in the data active means inhibition above about 27%;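 further: cells stimulated with galanin 1-16 at roughly its EC80; 0% = agonist challenge control and 100% = basal control without agonist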
# Target sequence (O43603 whole entry, looked up): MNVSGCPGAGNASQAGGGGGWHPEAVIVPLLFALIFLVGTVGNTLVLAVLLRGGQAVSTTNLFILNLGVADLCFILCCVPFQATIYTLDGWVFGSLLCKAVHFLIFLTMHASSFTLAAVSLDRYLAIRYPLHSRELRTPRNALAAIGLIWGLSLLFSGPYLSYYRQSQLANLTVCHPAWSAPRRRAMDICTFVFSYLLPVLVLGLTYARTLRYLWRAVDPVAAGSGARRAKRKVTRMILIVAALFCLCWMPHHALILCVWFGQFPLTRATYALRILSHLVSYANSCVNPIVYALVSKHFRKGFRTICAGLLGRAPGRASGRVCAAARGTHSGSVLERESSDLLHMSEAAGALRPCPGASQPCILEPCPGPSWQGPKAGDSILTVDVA
# MRP-1 activ: H69AR viability gain despite doxorubicin, primary screen, MRP-1 activator project, H69AR cells, CellTiter-Glo; viability rescue; viability increase, % at 10 µM; 140,000 compounds, 0.61% hits; AID 799, 2007;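 active means viability gain under doxorubicin at or above a set limit, the compound median plus 3 SD, cut at about 4.7% in these data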;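 further: MRP-1 overexpressing cells given doxorubicin 25 µM after compound pretreatment; 18-22 h compound pretreatment then 72 h with doxorubicin before readout; 0% = doxorubicin-only wells and 100% = vehicle-treated cells without doxorubicin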
# bCat KO growth: primary screen for growth suppressors in beta-catenin knockout HCT116 cells (colon tumor, human); HCT116 beta-catenin knockout viability, CellTiter-Glo, 60 h; active compounds read low; viability, % at 10 µM; 140,000 compounds, 1.5% hits;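 active means viability at or under a set limit, the compound median less 4 SD, cut at about 6% in these data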;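 further: 0% = Hyamine 1622 control at 20 µM and 100% = untreated cell control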
# BB579 growth dn: growth inhibitors of yeast BB579 in restrictive medium, primary screen, yeast lifespan-shortening project, S. cerevisiae; 140,000 compounds, 0.51% hits; inhibition, % at 10 µM; OD615, 48 h; AID 804, 2007;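 active means inhibition above a set limit, 3 SD over the mean compound inhibition, cut at about 44% in these data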; further: inactives centre near -24
#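 Test system: Saccharomyces cerevisiae DeaD strain BB579, replicative lifespan model yeast | Buffer or medium: Restrictive CSMM-D medium | Doses: One dose, 10 µM compound with 0.25% DMSO | Incubation: 48 h exposure, 30 °C | Detection: Culture absorbance at 615 nm | Control set: Amphotericin B at 10 µg/mL as positive control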
# PTEN del growth: growth suppression of PTEN-null HCT116, primary screen, cell-based, CellTiter-Glo; HCT116 PTEN-null viability, 60 h; active compounds read low; viability, % at 10 µM; 140,000 compounds, 1.2% hits; AID 827, 2007;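 active means viability at or below a set limit, 4 SD under the median of all tested compounds, cut at about 3.7% in these data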;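 further: PTEN knockout HCT116 line with beta catenin targeted HCT116 as companion control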
# Measles CPE: compounds protecting cells from measles virus cytopathic effect, primary screen, measles RdRp inhibitor project, single point, MLSMR library, absorbance; protection (pct of control), % at 4 µM; 140,000 compounds, 1.5% hits; Measles virus-infected cells, CPE protection; in the data active means protection mostly above about 24%, no sharp cut-off; inactive means mostly below about 26%; further: some compounds called inactive have numbers as strong as hits
# NPY Y2 blocker: NPY-Y2 receptor antagonists, primary screen, cell-based; Neuropeptide Y receptor type 2 (Homo sapiens), P49146; NPY-Y2 expressing cells, antagonist mode; inhibition, % at 2.7 µM; 140,000 compounds, 0.99% hits; in the data active means inhibition above about 17%;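 further: 0% = vehicle with agonist challenge and 100% = reference antagonist with challenge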
# Target sequence (P49146 whole entry, looked up): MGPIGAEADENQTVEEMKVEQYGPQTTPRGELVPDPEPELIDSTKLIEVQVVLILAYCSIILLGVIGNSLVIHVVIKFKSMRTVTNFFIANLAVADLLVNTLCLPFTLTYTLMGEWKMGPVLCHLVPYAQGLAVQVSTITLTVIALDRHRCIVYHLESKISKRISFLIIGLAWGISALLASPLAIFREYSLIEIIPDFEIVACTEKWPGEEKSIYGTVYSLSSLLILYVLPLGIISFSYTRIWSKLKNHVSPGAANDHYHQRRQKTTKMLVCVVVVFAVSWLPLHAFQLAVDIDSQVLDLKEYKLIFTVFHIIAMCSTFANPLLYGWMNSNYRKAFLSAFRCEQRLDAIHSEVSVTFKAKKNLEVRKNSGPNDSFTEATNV
# Yeast life ext: compounds extending yeast replicative lifespan, primary screen, S. cerevisiae, OD615; AID 775, 2007; S. cerevisiae growth with nicotinamide; deaD strain in restrictive glucose medium; inhibition of the nicotinamide effect, % at 10 µM; 130,000 compounds, 0.68% hits;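 active means inhibition above a set limit, placed 3 SD over the median of all compounds, cut at about 26% in these data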;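 further: 0% = nicotinamide-treated wells and 100% = cells grown without nicotinamide; some compounds called inactive have numbers as strong as hits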
#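 assay system = DeaD-strain S. cerevisiae | buffer or medium = restrictive glucose medium | reagent = 1.5 mM nicotinamide | compound = 10 µM single point, 0.25% DMSO | incubation = 48 h compound exposure at 30 °C, humidified | signal = OD615 measurement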
# Phagocyt inh: inhibitors of macrophage phagocytosis, primary screen, imaging, J774A.1 cells, IgG beads. J774A.1 macrophage IgG-bead phagocytosis. inhibition, % at 5 µM. 110,000 compounds, 0.07% hits;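 active means inhibition above the mean of the plate negative controls plus 5 SD, cut at about 13% in these data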;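 further: phagocytic index as fraction of beads internalized from green versus red external bead signal; plate controls were DMSO negative control for no effect and cytochalasin-D positive control for full effect; some results beyond the cut were filed as inactive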
# Active calls of the source: *; / = no result given; & = joins results of further samples. Rows were taken by chance. Share with any hit: about 6.2%.
# A first look (2 entries):
Molecule	E-sel TNF inh	GALR2 blocker	MRP-1 activ	bCat KO growth	BB579 growth dn	PTEN del growth	Measles CPE	NPY Y2 blocker	Yeast life ext	Phagocyt inh
Cc1ccccc1NC(=O)C1CCCN(S(=O)(=O)c2cnc[nH]2)C1 (stereo not given)	/	0	-1.5	81	33	91	34	-1	-10	0
COc1ccc(C(=O)O/N=C(\N)Cc2ccc(Cl)cc2)cc1OC	47	-5	-4.8	0.9*	-30	2.4*	10	2	-8	/

# Main list, from the start:
Molecule	E-sel TNF inh	GALR2 blocker	MRP-1 activ	bCat KO growth	BB579 growth dn	PTEN del growth	Measles CPE	NPY Y2 blocker	Yeast life ext	Phagocyt inh
Cc1ccccc1NC(=O)C1CCCN(S(=O)(=O)c2cnc[nH]2)C1 (stereo not given)	/	0	-1.5	81	33	91	34	-1	-10	0
COc1ccc(C(=O)O/N=C(\N)Cc2ccc(Cl)cc2)cc1OC	47	-5	-4.8	0.9*	-30	2.4*	10	2	-8	/
CCOC(=O)N1CCC(Nc2c(-c3ccccc3)c(=O)c2=O)CC1	21	1	-1.3	91	-24	107	6	2	-14	1
Cc1cccc(N2C(=O)CC(Sc3nc(C)cc(C)n3)C2=O)c1 (stereo not given)	4	-11	0.5	97	-48	104	5	-1	-7	0
CCNc1c(C(=O)O)ccc2c1C(=O)c1ccccc1C2=O	/	-3	-4.2	93	-27	92	9	4	-5	-2
COCCN1C(=O)N[C@@H](c2ccccc2)C(C(=O)OC)=C1C	10	-5	-1.6	80	-14	89	17	1	6	/
C/C(N)=C(/C#N)C(=O)CSc1cc(Cl)ccc1Cl	/	8	-1.8	90	-25	99	11	1	2	-1
COCCNC(=O)CSCc1nc(-c2ccc(SC)cc2)oc1C	/	12	-3.1	74	-19	77	8	4	-24	/
CCOC(=O)c1ccc2c(c1)nc(SCc1cn3ccsc3n1)n2CC	-3	-2	-1.0	83	-65	96	10	2	-9	3
COc1ccc(CNC(=O)c2c(C)oc3c2C(=O)c2ccccc2C3=O)cc1	40	11	-5.1	1.3*	11	1.3*	10	3	5	/
O=C1c2ccccc2C(O)(Cc2ccccc2)N1Cc1ccco1 (stereo not given)	3	-6	-3.0	90	-28	94	15	4	-4	/
COc1ccc(OC)c(-c2cc(C(=O)Nc3c(C)nn(Cc4ccccc4C)c3C)no2)c1	/	-11	9.3*	48	0	47	6	1	0	-1

# Four entries already listed, sorted by the value under Measles CPE, highest first:
SMILES | Measles CPE
COCCN1C(=O)N[C@@H](c2ccccc2)C(C(=O)OC)=C1C | 17
O=C1c2ccccc2C(O)(Cc2ccccc2)N1Cc1ccco1 (stereo not given) | 15
CCNc1c(C(=O)O)ccc2c1C(=O)c1ccccc1C2=O | 9
COc1ccc(OC)c(-c2cc(C(=O)Nc3c(C)nn(Cc4ccccc4C)c3C)no2)c1 | 6

# Going on with the list:
Molecule	E-sel TNF inh	GALR2 blocker	MRP-1 activ	bCat KO growth	BB579 growth dn	PTEN del growth	Measles CPE	NPY Y2 blocker	Yeast life ext	Phagocyt inh
Cc1ccc(C)c(N(C(=O)CS(=O)CC(=O)Nc2ccc3c(c2)OCO3)C(C)C(=O)NC2CCCC2)c1 (stereo not given)	22	-1	-0.5	85	-36	92	4	3	/	/
O=P(O)(O)CCP(=O)(c1ccccc1)c1ccccc1	-17	8	0.7	84	-47	83	18	-1	-15	/
Cc1cc(NS(=O)(=O)c2ccc(NC(=S)NC(=O)c3ccc(F)cc3)cc2)no1	49	-4	-1.8	94	-3	101	18	0	1	-9
COc1ccc(N2C(=O)CNC2=S)cc1	/	-12	-0.5	98	-22	101	29	3	-3	-12
COc1cc([N+](=O)[O-])ccc1NC(=O)C[n+]1ccccc1	12	2	-3.8	95	4	96	12	1	0	-5
CCOC(=O)c1ccc(NC(=O)CN2C(=O)C(CC)SC(CC)C2=O)cc1 (stereo not given)	/	2	3.9	97	-22	97	31	2	5	-11
COc1ccc(CNC(=O)Cn2c(=O)oc3ccccc32)cc1OC	-3	-9	-0.1	103	14	102&95	4	4	-10	-1
COc1ccc(/C(C)=N/N=C(\C)c2ccc(OC)cc2OC)c(OC)c1	/	-12	0.4	83	8	89	20	4	-3	0
CCOC(=O)c1c2ccc(OCC(=O)N/N=C/c3ccccc3C(F)(F)F)cc2n2ccccc12	/	-15	-4.5	1.5*	-48	1.9*	1	1	6	-1
Cc1cc(C(=O)Nc2nc(C)c(C(=O)N(C)C)s2)ccc1[N+](=O)[O-]	10	-2	-0.1	98	9	103	29	2	-5	-4
O=C(CSc1nnc(-c2cccs2)n1Cc1ccccc1)N1CCc2ccccc2C1	6	-5	-3.9	96	-2	88	7	9	-5	-2
CCc1ccc(NC(=O)C(C)OC(=O)c2cccc(S(=O)(=O)N3CCc4ccccc4C3)c2)cc1 (stereo not given)	-21	-1	4.4	78	-16	79	9	3	3	-4
C/C(=N\O)C1(C)N(O)C(C)(C)C(c2ccc(F)cc2)=[N+]1[O-] (stereo not given)	27	-11	-2.4	88	-2	88	9	-2	-2	1
CN(C)S(=O)(=O)c1ccc(N2CCCC2)c(C(=O)Nc2nc(-c3ccc(F)cc3)cs2)c1	20	-3	-5.2	81	0	95	4	-2	2	-7
COC(=O)C(CC(C)C)NC(=O)c1ccc([N+](=O)[O-])cc1 (stereo not given)	-7	0	-0.9	91	-22	94	4	1	1	/
CN1CCN(c2nc(-c3ccc(Br)cc3)nnc2-c2ccccc2)CC1	25	4	-4.6	69	-7	64	20	2	-12	/
CCOc1ccc(NC(=O)Cn2nnc(-c3ccccc3NC(=O)C3CC3)n2)cc1	-12	-5	-0.7	100	-59	112	8	2	-7	0
CSc1ccc(Cl)c(C(=O)NCCOc2cc(C)ccc2C(C)C)c1	-34	-4	-2.9	84	-10	69	5	17*	-6	/
CCCOc1ccccc1C1NC(=O)NC(C)=C1C(=O)OCCOC(C)C (stereo not given)	/	6	-0.9	101	-19	95	1	4	-2	1
COC(=O)c1nn(-c2ccccc2)nc1-c1nn(-c2ccccc2)nc1C(=O)OC	11	2	-3.0	90	-14	84	41	4	-5	0
Cc1cccc(C)c1N1CCN(c2ccc3nnc(C(F)(F)F)n3n2)CC1	9	12	-2.1	42	-16	38	4	5	-12	/
CC1CCCCN1CC(=O)NCc1ccc2c(c1)OCO2 (stereo not given)	-6	12	-0.4	104	-41	98	1	2	-13	1
O=C(NCCN1CCOCC1)Nc1ccc(Cl)cc1Cl	0	-19	-1.7	89	-13	91	11	1	-20	-2
Cc1ccc(NC(=O)C2C3/C=C\CCCCC32)cc1C (stereo not given)	-38	9	-2.5	94	-9	89	0	4	3	5
COc1ccc(CNc2cccc(F)c2)cc1Br	2	-13	-0.6	89	-28	96	24	1	-10	/
Cc1csc(NC(=O)c2ccccc2O)n1	-11	-4	1.1	101	-10	101	6	0	11	1
COc1ccc(C2CC(c3ccc(OC)cc3)n3nc(NC(=O)c4ccco4)nc3N2)cc1 (stereo not given)	-2	0	2.1	93	-44	81	12	3	-7	4
O=C(Nc1ccccc1C(=O)OC1CCOC1=O)c1ccco1 (stereo not given)	-31	-3	-2.2	97	-4	91	2	-1	-4	-1
CC1=C(C)CC(C(=O)Nc2nc(-c3ccc(C)cc3C)c(C)s2)C(C(=O)O)C1 (stereo not given)	/	-11	0.6	87	-24	87	11	0	-3	8
CCOc1ccc(OCCOCCN2CCc3ccccc3C2)cc1	27	10	-3.8	89	-10	92	7	7	-9	6
C=COCCNC(=O)Nc1ccc(Cl)cc1Cl	-15	-14	0.6	94	-15	86	2	0	-12	-1
Cn1c(=O)n(CC#N)c2ccccc21	-25	-11	0.4	91	2	97	3	1	-11	/
COc1cc(C(=O)OCC(=O)c2c[nH]c3ccccc23)ccc1OCC(=O)N1CCOCC1	-22	6	-1.6	87	-56	95	4	-2	-5	-1
O=C(CSc1nnc(Cc2cc(=O)[nH]c(=O)[nH]2)n1-c1ccccc1)N1CCCC1	/	4	-1.8	88	-37	96	6	0	-19	-6
CCN(Cc1ccccc1)c1ccc(/C=N/NS(=O)(=O)c2ccc(C)c([N+](=O)[O-])c2)cc1	/	0	1.0	86	-37	91	28	1	1	-17
O=C(c1ccco1)N1CCN(S(=O)(=O)c2ccc3c(c2)CCN3C(=O)C2CC2)CC1	-1	-5	-0.8	86	-34	83	4	3	2	/
CCOC(=O)CCC(NC(=O)CCCCC(=O)NC(CCC(=O)OCC)C(=O)OCC)C(=O)OCC (stereo not given)	/	9	0.1	98	-30	102	6	1	9	/
Cc1cc(NC(=O)c2cc(F)c(F)cc2Cl)no1	/	-10	0.4	90	-31	101	7	0	4	-3
CCc1cccc(CC)c1NC(=O)c1cccc(NC(=O)c2ccccc2)c1	21	-7	0.0	87	-19	89	17	1	-2	0
C=CCNC(=S)NNC(=O)c1csc(C)c1C	3	-5	0.3	97	-6	96	13	3	3	0
O=C(COC(=O)/C=C/c1cnc2ccccc2n1)NCC(F)(F)F	-24	-3	-0.3	99	-79	107	21	1	1	/
Cc1cc(C)nc(SCc2nnc(SCC(N)=O)n2Cc2ccco2)n1	-2	5	-0.2	96	-69	105	6	-1	9	6
O=C(COC(=O)c1cc(-c2cccc3ccccc23)nc2ccccc12)NC1CCS(=O)(=O)C1 (stereo not given)	-2	7	-2.8	92	-20	97	4	4	2	2
COc1ccc(N/C=C/C(=O)C(F)(F)F)cc1	-8	-3	-1.3	92	-27	98	4	5	-8	-2
O=C(CSc1nc2ccccc2c(=O)n1NC(=O)Cc1ccccc1)NCCc1ccccc1	23	-3	2.1	91	-18	100	6	2	1	/
